miR-122 sensor – miR-122 inhibition in Huh7 cells; Huh7 miR-122 Renilla luciferase sensor, 48 h; neutral wells = 0, positive control = 100; activation (reporter increase), % at 12.5 µM; 340,000 compounds, 0.3% hits;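 active means mean replicate activation score at least 90 and every replicate individually at or above 90; inconclusive means only one of the two criteria met; inactive means neither criterion met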;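 further: higher luciferase means less miR-122 activity so hits act as miR-122 inhibitors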
GSIS activator – primary screen for activators of insulin secretion dependent on glucose, INS-1E cells, GLuc reporter luminescence. INS-1E GLuc reporter insulin secretion, 2-3 h. activation, % at 16.6 µM. 370,000 compounds, 0.61% hits;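 active means lowest replicate activation of at least 40%, so every replicate reaches that level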;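 further: 0% = median of neutral control wells and 100% = median of IBMX positive control wells; some compounds called inactive have numbers as strong as hits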
CFTR F508del cor – CFTR F508del correction in bronchial cells; AID 720511; CFBE cells, YFP halide quenching; stimulated with forskolin plus potentiator P3; % fluorescence drop versus neutral controls; 350,000 compounds, 0.36% hits; activity (quench increase), % at 7.58 µM;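 active means mean added fluorescence quench of at least 8% versus neutral control, with both replicates also reaching 8%; inconclusive means only one of the mean or replicate conditions met; inactive means mean below 8% and not both replicates reaching 8%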;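 further: cells transiently co-express mutant CFTR-F508del with the halide-sensitive YFP; corrector assay measuring rescue of mutant channel to the surface after 24 h compound exposure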
PAX8 inh HTS – inhibitors of PAX8 transcriptional activity in RMG-I cells | 360,000 compounds, 1.2% hits | RMG-I TPO-luciferase reporter, SteadyGlo, 24 h | inhibition, % at 12.6 µM;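 active means mean replicate inhibition at least 60% with every replicate also reaching 60%; inconclusive means only one of the two criteria is met; inactive means mean below 60% and not all replicates reaching 60%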;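 further: luciferase light reporting Pax8 driven TPO promoter activity; plate controls were median of neutral control wells for no effect and mitoxantrone controls for full effect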
DENV2 CPE rescue – protects cells from dengue virus 2 cytopathic effect | 350,000 compounds, 1.7% hits | AID 651640 | DENV2-infected cells, cytopathic effect rescue, plate reader | CPE inhibition, % at 9.99 µM; in the data active means CPE inhibition above about 20%, passing the limit was not always enough; inconclusive means no clear call, values can overlap the other calls; tested in BHK-21 cells;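 further: 0% = median of neutral control wells and 100% = median of positive control wells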
FN deposit inh – fibronectin deposition inhibition. AH1F fibroblasts, Alexa488-fibronectin deposition fluorescence, overnight. inhibition, % at 12.6 µM. 350,000 compounds, 0.086% hits. AID 743247;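 active means mean inhibition across replicates of 30% or more, regardless of how many single replicates reach that level; inconclusive means mean under 30% yet at least half of replicates reach 30%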;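 further: positive control wells lacked labelled fibronectin entirely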
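Assay system: AH1F fibroblasts / Quantity: 10000 cells per well / Medium: DMEM plus 2% serum, read in PBS / Reagent: labelled fibronectin 24 nM / Dosing: single dose, pinned / Times: 1 h cell attachment, overnight exposure to compound and label / Signal: fluorescence, ex 485 nm, em 525 nm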
EWS-Fli inh – inhibitors of EWS/Fli oncoprotein transcriptional activity; A673 NR0B1-luciferase reporter, viability-normalised; 350,000 compounds, 0.67% hits; inhibition, % at 12.6 µM;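 active means mean inhibition of at least 50% after viability correction, with every replicate also passing that limit; inconclusive means mean reaches 50% but only one of two replicates passes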;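 further: firefly luciferase signal divided by Alamar Blue viability fluorescence both relative to DMSO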
* hit, by the source's call; ? = inconclusive; . = not tested or not shown; & = joins results of further samples; [ ] = remark or other dose.

SMILES	miR-122 sensor	GSIS activator	CFTR F508del cor	PAX8 inh HTS	DENV2 CPE rescue	FN deposit inh	EWS-Fli inh
COc1ccc(C2C(C(=O)c3sc(C)nc3C)=C(O)C(=O)N2CCCn2ccnc2)cc1OC (centres undefined)	1	.	.	-11	.	2	.
COc1ccc(C(=O)N2N=C(c3cccs3)CC2c2ccccc2O)cc1 (centres undefined)	4	-10	-0.5	15	-2	1	3
CCN1CCN(C(=O)Cn2cnc3sc(C)c(S(=O)(=O)N4CCN(c5ncccn5)CC4)c3c2=O)CC1	.	17	0.4	1	1	-4	1
Cc1ccc(S(=O)(=O)N2CCC(C(=O)Nc3nnc(C)s3)CC2)cc1	-3	-1	-3.9	-22	5	0	4
C[C@@H]1CN([C@@H](C)CO)S(=O)(=O)c2ccc(Br)cc2O[C@@H]1CN(C)C(=O)c1ccccn1	2	14&27	-0.5&1.5	0	-13&7	1&-8	4&3
Cc1nc2ccccc2n1CC(=O)c1ccccc1	-5	21	1.5	-20	1	-1	1
C[C@@H]1CN([C@H](C)CO)C(=O)c2cc(C#CCN(C)C)cnc2O[C@@H]1CN(C)C(=O)c1ccc2c(c1)OCO2	.	6	-3.0	.	-8	-18	-2
O=C(NNC(=O)C1COc2ccccc2O1)c1cccc([N+](=O)[O-])c1 (centres undefined)	4	-9	1.7	1	-2	-16	18
C=CCNCCOc1ccc(C(C)(C)c2ccccc2)cc1	3	-3	2.3	7	8	1	0
CN(C[C@@H]1[C@@H](c2ccccc2)[C@H](CO)N1C(=O)C1CCC1)C(=O)c1ccccn1	-8[16.7 µM]	3	3.7	1	-2	.	12
O=C(c1ccc(F)cc1)N1CC(=O)N2[C@@H](CO)[C@@H](c3ccc(-c4cccnc4)cc3)[C@@H]2C1	.	13	0.3	-2	-12	.	-13
COc1ccc2nc(NC(=O)CSc3nnnn3C3CCCCC3)sc2c1	.	-9	4.1	.	-6	.	8
CCN(C(=O)COc1ccccc1)c1nnc(-c2cccnc2)s1	-2	.	.	5	.	0	.
O=C(O)Cc1ccc(NC(=S)Nc2ccc(Br)cc2Cl)cc1	1	-1	0.5	12	10	-5	1
CC(C)CNC(=O)CSc1nnc(-c2cccc(S(=O)(=O)N3CCCCC3)c2)o1	1	.	.	21	.	-3	.
C[C@@H]1CN([C@H](C)CO)C(=O)Cc2cc(NS(=O)(=O)c3ccccc3)ccc2O[C@H]1CN(C)C(=O)Nc1ccccc1	1[16.7 µM]	-1	3.4	6	-1	.	-10
COc1cc(SC)ccc1C(=O)Nc1ccc(OCC(=O)N2CCOCC2)cc1	.	6	-2.9	-72	16	-1	-35
O=C(Nc1cc(Cl)ccc1Cl)C1CCCO1 (centres undefined)	-7	.	0.0	-3	7	7	14
CNC[C@H]1OCCCC[C@H](C)Oc2ccc(NS(=O)(=O)c3ccc(OC)cc3)cc2C(=O)N([C@@H](C)CO)C[C@H]1C	-1[16.7 µM]	5	-3.3	-1	3	.	1
O=C(Cn1c(=O)cnc2ccccc21)NNC(=O)c1ccc(Cl)cc1	-6	-6	0.5	-3	-3	-7	1

Of the compounds above, these have four or more nitrogen atoms.
SMILES	miR-122 sensor	GSIS activator	CFTR F508del cor	PAX8 inh HTS	DENV2 CPE rescue	FN deposit inh	EWS-Fli inh
COc1ccc(C2C(C(=O)c3sc(C)nc3C)=C(O)C(=O)N2CCCn2ccnc2)cc1OC (centres undefined)	1	.	.	-11	.	2	.
CCN1CCN(C(=O)Cn2cnc3sc(C)c(S(=O)(=O)N4CCN(c5ncccn5)CC4)c3c2=O)CC1	.	17	0.4	1	1	-4	1
Cc1ccc(S(=O)(=O)N2CCC(C(=O)Nc3nnc(C)s3)CC2)cc1	-3	-1	-3.9	-22	5	0	4
C[C@@H]1CN([C@H](C)CO)C(=O)c2cc(C#CCN(C)C)cnc2O[C@@H]1CN(C)C(=O)c1ccc2c(c1)OCO2	.	6	-3.0	.	-8	-18	-2
COc1ccc2nc(NC(=O)CSc3nnnn3C3CCCCC3)sc2c1	.	-9	4.1	.	-6	.	8
CCN(C(=O)COc1ccccc1)c1nnc(-c2cccnc2)s1	-2	.	.	5	.	0	.
CC(C)CNC(=O)CSc1nnc(-c2cccc(S(=O)(=O)N3CCCCC3)c2)o1	1	.	.	21	.	-3	.
C[C@@H]1CN([C@H](C)CO)C(=O)Cc2cc(NS(=O)(=O)c3ccccc3)ccc2O[C@H]1CN(C)C(=O)Nc1ccccc1	1[16.7 µM]	-1	3.4	6	-1	.	-10
O=C(Cn1c(=O)cnc2ccccc21)NNC(=O)c1ccc(Cl)cc1	-6	-6	0.5	-3	-3	-7	1

Full records as entered above. Screens in order: miR-122 sensor	GSIS activator	CFTR F508del cor	PAX8 inh HTS	DENV2 CPE rescue	FN deposit inh	EWS-Fli inh
O=C(Cn1c(=O)cnc2ccccc21)NNC(=O)c1ccc(Cl)cc1 as listed: -6	-6	0.5	-3	-3	-7	1
CCN(C(=O)COc1ccccc1)c1nnc(-c2cccnc2)s1 as listed: -2	.	.	5	.	0	.

The list continues.
SMILES	miR-122 sensor	GSIS activator	CFTR F508del cor	PAX8 inh HTS	DENV2 CPE rescue	FN deposit inh	EWS-Fli inh
O=C(Nc1ccccc1C(=O)N/N=C/c1ccco1)c1ccc(Cl)cc1	.	0	1.5	22	3	4	12
O=C(NC(c1ccccc1)c1ccsc1)C1CCN(Cc2ccccc2)CC1 (centres undefined)	5	-11	-1.1	6	-2	5	-7
C=CCOc1ccc(C2NC(=O)c3ccccc3O2)cc1 (centres undefined)	3	3	3.4	3	-3	1	3
COc1ccccc1CN(C)C(=O)CSCC(=O)Nc1ccccc1F	-1	.	-0.8	-4	-3	-8	1
C[C@@H]1CN([C@@H](C)CO)C(=O)c2cc(NC(=O)CCCCCC(=O)Nc3ccccc3N)ccc2O[C@@H]1CN(C)C	.	-4	0.7	-2	-1	-47	-10
Cn1cc(/C=N/NC(=O)c2ccccc2O)c2ccccc21	-5	-11	-0.5	3	8	-2	-50
COc1ccc(/C=N/Nc2nc(-c3ccc(C)cc3)c(C#N)c(=O)[nH]2)cc1	6	-14	-3.7	14	1	-11	7
Cc1ccc(-c2cc(C(=O)O)c3ccccc3n2)s1	-1	6	0.7	-30	3	7	-11
CCN(CC)S(=O)(=O)c1cccc(-c2csc(C)n2)c1	5	14	-2.4	-8	0	6	-1
COc1ccc(CNC(=O)C2CCN(S(=O)(=O)N3CCCC3)CC2)c(OC)c1	.	6	-4.0	-13	2	11	.
CN(C)C(CNC(=O)c1cc2ccccc2o1)c1ccco1 (centres undefined)	11	0	0.2	4	-2	1	-11
Cc1ccccc1-c1ccc([C@H]2[C@@H](CO)N3CCCCN(C(=O)NC4CCCC4)C[C@H]23)cc1	-4[16.7 µM]	0	-3.4	35	-32	.	18
COc1ccc(COC(=O)C2=C(C)NC(=O)NC2c2ccccc2OC(C)C)cc1 (centres undefined)	-4	.	1.4	16	-6	-3	8
COc1ccccc1OCC(=O)Nc1ccncc1	1	10	-0.5	8	-6	1	-3
Cc1ccc(C2(C)NC(=O)N(CC(=O)Nc3ccccc3N3CCCCC3)C2=O)cc1 (centres undefined)	-3	-16	-7.2	15	-6	.	4
CCCCn1c(N)c(N(CCOC)C(=O)CSc2n[nH]c(-c3ccc(C)cc3)n2)c(=O)[nH]c1=O	.	17	-3.6	-10	-2	3	-8
N#Cc1cc(-c2ccccc2)cnc1Sc1ccc(Cl)cc1	-1	.	.	-5	.	-6	.
C[C@H]1CN([C@@H](C)CO)C(=O)c2cc(-c3ccc(C#N)cc3)cnc2O[C@H]1CN(C)C(=O)Nc1ccc(C(F)(F)F)cc1	-37[16.7 µM]	-28	-3.2	26	13	10	-7
COc1cc(CNC2CCCCCC2)cc(OC)c1OC	-5	10	.	.	.	-9	.
CCN1[C@@H]2Cn3c(ccc(C4=CCCCC4)c3=O)[C@H]1[C@@H](C(=O)NCCc1ccncc1)[C@@H]2CO	0[16.7 µM]	1	-2.2	.	-3	.	-3
CC(OC(=O)c1cccc(Cl)c1)C(=O)NC1CCCCC1C (centres undefined)	.	30	-2.1	-8	6	8	-2
C[C@@H]1CN([C@H](C)CO)S(=O)(=O)c2ccc(-c3ccc(F)cc3)cc2O[C@H]1CN(C)C(=O)C1CCCCC1	9[16.7 µM]	-16	-1.4	.	-11	-8	13
NS(=O)(=O)c1ccc(CNC(=O)c2cc(-c3cccnc3)nc3ccccc23)cc1	3	8	4.1	-3	-6	1	28
COc1cccc(NC(=O)c2ccc(C(=O)c3ccccc3)o2)c1	3	-40	1.4	-120	.	.	-97
C[C@@H](NC(=O)C[C@H]1CC[C@H]2[C@@H](COc3ccc(NS(=O)(=O)c4ccc(Cl)cc4)cc3C(=O)N2C)O1)c1ccccc1	0[16.7 µM]	3	-0.3	11	0	3	1
COc1ccc(C2/C(=C(/O)c3ccccc3)C(=O)C(=O)N2C)cc1OC (centres undefined)	-3	14	-1.4	14	6	-1	13
CC(=O)CSc1nc2cc3c(cc2cc1C#N)OCCO3	.	6	-0.9	24	-1	-10	24
C[C@H](CO)N1C[C@H](C)[C@@H](CN(C)Cc2ccc3c(c2)OCO3)Oc2ccc(NC(=O)Nc3ccc4c(c3)OCO4)cc2C1=O	-2[16.7 µM]	-16	2.6	0	6	.	-8
Cc1nnc(NC(=O)C2=COCCO2)s1	2	13	-2.7	.	-1	-10	-17
O=C(C[C@H]1C=C[C@H](NC(=O)c2cccc(F)c2)[C@@H](CO)O1)NCc1ccccc1	3[16.7 µM]	5	-3.0	-13	?	-10	-4
CCCCN(C)C(=O)Cn1ncc2c3ccccc3n(CCC)c2c1=O	.	-37	0.8	1	-2	-4	-15
C/C=C/c1ccc([C@@H]2[C@H]3CN(C(=O)c4cnccn4)CC(=O)N3[C@H]2CO)cc1	.	0	-2.1	.	-2	.	.
C[C@@H]1CCCCO[C@@H](CN(C)Cc2ccc(C(F)(F)F)cc2)[C@H](C)CN([C@@H](C)CO)C(=O)c2cc(NC(=O)Nc3cccc4ccccc34)ccc2O1	-9[16.7 µM]	13	-1.5	-3	8	-2	1
C/C(=N/Nc1ccnc2cc(Cl)ccc12)c1ccc(O)cc1	8	-13	1.5	-2	.	-11	0
O=C(CCn1cnnn1)N1CCCC(Nc2ccc(F)c(F)c2)C1 (centres undefined)	1	38	-2.1	2	5	-1	-8
C[C@@H]1CN([C@@H](C)CO)C(=O)Cc2cc(NC(=O)Nc3ccccc3)ccc2O[C@H]1CN(C)Cc1ccc(-c2ccccc2)cc1	5[16.7 µM]	-3	-1.2	68*	-17	.	10

Compound activity deposited in PubChem by Broad Institute.
